Lipid storage S3 – qHTS Assay for Lipid Storage Modulators in Drosophila S3 Cells. Drosophila S3 cells, BODIPY lipid droplet fluorescence, 18-24 h; cells fed with added oleic acid. lipid storage change, negative = inhibition, % at the top dose, mostly 46.1 µM; hits show Potency in µM. 320,000 compounds, 0.64% hits; active = well fitted inhibition curve with a large enough effect in the signal ratio, with a control signal flat, not every such curve was filed as active; inconclusive = small, poorly fitted or top-dose-only effect, or effect the other way, or a change in a side signal; the % refers to the signal ratio
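Drosophila S3 cells loaded with oleic acid (400 uM, as added) and compounds at several concentrations; lipid droplets imaged by 488-nm laser-scanning cytometry, 500–530 nm intensity and object ratio to cell channel. Percent activity normalized to 20 uM Triacsin C.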
Lipid storage S3 cell count max – second read-out of Lipid storage S3, no call of its own (marks repeat the call); cell number change, %; measured here: cell count max response;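 cells counted by Cell Tracker Red CMTPX staining in the red channel; peak over a dose series mostly up to 46.1 µM; percent activity relative to internal control wells on each plate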
The depositor's hits bear a star; i = inactive; ? = inconclusive; nt = not tested or not shown. % is set by controls: 0 for no effect and ±100 for the full control effect; potency is the fitted concentration of half-maximal effect. These rows are one share of the data; rates above refer to the full screens.

compound	Lipid storage S3	Lipid storage S3 cell count max
Fc1ccccc1NC(=S)N/N=C/c1ccccc1Br	?	nt
O=C(CCS(=O)NCc1ccccc1)NCc1ccccc1 (stereo not given)	-5.8%	0.5
Cc1cc(C)c(NC(=O)C2CCCN(S(=O)(=O)c3c(C)noc3/C=C/N(C)C)C2)c(C)c1 (stereo not given)	i	-1.2
CC(=O)N1CCN(c2ccc(NC(=O)c3cc4ccccc4o3)cc2)CC1	?	nt
CSCCC(NC(=O)c1ccco1)C(=O)N1CCCCCCC1 (stereo not given)	?	nt
COCCN1CCN(C(=O)c2ccc3nc(Cc4ccc(OC)c(OC)c4)oc3c2)CC1	?	nt
O=C(CSc1nnc2ccccn12)Nc1ccc(S(=O)(=O)N2CCOCC2)cc1	?	nt
O=C(Oc1ccc[nH]c1=O)c1cccc(Cl)c1	?	nt
Cc1ccc(CNC(=O)C(N=C2NS(=O)(=O)c3ccccc32)C(C)C)cc1 (stereo not given)	8.0%	10.7
CC(C)NC(=O)c1nn2c(C(F)(F)F)cc(-c3ccco3)nc2c1Cl	-2.5%	4.5
Cc1cc(N/N=C/c2ccc(Cl)cc2Cl)nc(NCc2ccccc2)n1	?	nt
CCCn1nnnc1NC(=O)c1cc(Br)ccc1OC	?	nt
COc1ccc(NC(=O)C2CCCN(c3c4c(nc5ncnn35)CCC4)C2)cc1OC (stereo not given)	6.2%	-4.7
CCc1ccc(NC(=O)Nc2ccncc2)cc1	-17.2%	4.0
O=S(=O)(/N=C/c1ccccc1O)c1cccs1	?	nt
CCn1nnnc1SCC(=O)N1c2ccccc2Sc2ccccc21	0.6%	-18.7
Cc1ccc(NS(C)(=O)=O)c(C(=O)c2ccccc2)c1	?	nt
Cc1ccc(Nc2nnc(SCC(=O)N(C)C3CCS(=O)(=O)C3)s2)cc1 (stereo not given)	?	nt
COc1cc2[nH]c(=S)n(NC(=O)c3ccccc3)c(=O)c2cc1OC	?	nt
Cc1cc(C)n2nc(S(=O)(=O)NCCc3ccccc3)nc2n1	?	nt
Cc1cccc(/C=N/NC(=O)NC2CCCCC2)c1	21.1%	19.0
CC1(C)CC(=O)C2=C(C1)N1C(=C(C#N)C2c2ccc(Cl)cc2)N=C(N)c2ccccc21 (stereo not given)	-7.8%	0.3
COc1cc(OC)c(NC2=CC(=O)C(=O)c3ccccc32)cc1Cl	?	nt
CCOC(=O)[C@@H]1[C@H]2COc3ccccc3[C@H]2N2C(=O)N(c3cccc(F)c3)C(=O)[C@]12C	?	nt
O=C(OCc1ccc(Cl)c(Cl)c1)c1cnccn1	?	nt
Nc1c(C(=O)Nc2ccccc2)sc2ncc([N+](=O)[O-])cc12	7.0%	10.1
O=C(O)CCN1C(=O)/C(=C\c2ccncc2)SC1=S	?	nt
CC(C)(C)c1ccc(-c2noc(CCC(=O)NCC3CCCO3)n2)cc1 (stereo not given)	?	nt
O=C(Nc1ccc(-c2nc3ccccc3[nH]2)cc1)c1ccccc1NS(=O)(=O)c1ccc(F)cc1	27.8%	nt
COc1ccc(OC)c2c1sc(=NC(=O)C1CCCCC1)n2C	-7.5%	-9.5
Nc1ccc(-n2nnnc2CN2CCOCC2)cc1	10.8%	0.0
S=C(NCc1ccc(Cl)cc1)NC12CC3CC(CC(C3)C1)C2	?	nt
O=C(NCn1cnccc1=O)c1ccccc1	20.6µM*	1.4*
COc1ccccc1CCNC(=O)C(=O)NCC1OCCN1S(=O)(=O)c1ccc(C)cc1 (stereo not given)	i	5.2
O=C(CCCN1C(=O)S/C(=C\C=C\c2ccccc2)C1=O)Nc1ccc(O)cc1	?	nt
COc1cccc(CCNC(=O)CCCC(=O)c2ccccc2)c1	?	nt
O=C(Nc1ccc(Cl)cn1)c1cccc(F)c1	12.1%	3.3
Cc1ccc(-c2nnnn2CS(=O)(=O)c2ccccc2)cc1	i	nt
COc1ccc(-c2nc(CS(=O)CC(=O)NC3CCC(C)CC3)c(C)o2)cc1OC (stereo not given)	?	nt
CCCCn1c(N)c(S(=O)(=O)c2ccc(C)cc2)c2nc3ccccc3nc21	?	nt

Entries of single compounds, looked up by structure.
COc1cccc(CCNC(=O)CCCC(=O)c2ccccc2)c1 is listed with Lipid storage S3: ?; Lipid storage S3 cell count max: nt
O=C(NCn1cnccc1=O)c1ccccc1 is listed with Lipid storage S3: 20.6µM*; Lipid storage S3 cell count max: 1.4*
CC1(C)CC(=O)C2=C(C1)N1C(=C(C#N)C2c2ccc(Cl)cc2)N=C(N)c2ccccc21 (stereo not given) is listed with Lipid storage S3: -7.8%; Lipid storage S3 cell count max: 0.3

Going on with the list:
Below each SMILES: Lipid storage S3	Lipid storage S3 cell count max
CC(C)(C)NC(=O)CSc1nnc(-c2ccncc2)n1Cc1ccccc1
  i	3.8
O=C(COC(=O)c1ccc(Br)o1)NCC(=O)Nc1ccc(F)cc1
  10.7%	16.0
O=S(=O)(c1ccccc1)N(Cc1ccc(Cl)cc1)c1ccncc1
  ?	nt
COc1ccc(CCNc2oc(Cc3cccc4ccccc34)nc2C#N)cc1OC
  i	nt
COc1ccccc1-c1nnc(NC(=O)c2ccc(S(=O)(=O)N(C)Cc3ccccc3)cc2)o1
  -0.1%	nt
Cc1ccc(O)c(-c2cc(C(F)(F)C(F)F)nc(-c3ccccc3)n2)c1
  0.1%	3.4
CN1CCN(c2ncnc3scc(-c4ccccc4Cl)c23)CC1
  11.9%	14.1
CCCCCNC(=O)CN(c1ccc2c(c1)OCO2)S(C)(=O)=O
  ?	nt
CCCOc1ccccc1Nc1nnc(C)c(=O)[nH]1
  ?	nt
CC1(C)Cc2c(sc(NC(=O)/C=C/C(=O)O)c2C#N)CO1
  11.1%	0.1
COc1cccc(CC(=O)OCC(=O)NCC(=O)Nc2cccc(C)c2C)c1
  ?	nt
CCOC(=O)C1CCN(C(=O)c2cc3ccccc3oc2=O)CC1
  -10.2%	-18.5
Cc1ccc(CN2C(=O)c3ccccc3NC2c2cc(Br)ccc2O)cc1 (stereo not given)
  i	nt
O=C(/C=C/c1cn(CC(O)CN2CCCCC2)c2ccccc12)c1cccs1 (stereo not given)
  ?	nt
CC(/C=C1\SC(=S)N(NC(=O)c2cccc(O)c2)C1=O)=C\c1ccccc1
  ?	nt
CNC(=O)c1cc(C(=O)c2ccc(F)cc2C(F)(F)F)c[nH]1
  6.3%	6.3
COc1cccc(-n2nnc(S(=O)(=O)c3ccc(C)cc3)c2N)c1
  ?	nt
CC(C)C(=O)NC(Nc1ccc(S(N)(=O)=O)cc1)C(Cl)(Cl)Cl (stereo not given)
  6.5%	8.1
CC1Sc2ccc(S(=O)(=O)N3CCC(C(=O)N(C)Cc4ccccc4)CC3)cc2NC1=O (stereo not given)
  ?	nt
O=C1C2C3c4ccccc4C(Br)(c4ccccc43)C2C(=O)N1c1ccccc1O (stereo not given)
  ?	nt
Cc1nnc(NC(=O)CSc2ccccn2)s1
  11.3%	0.7
O=C(CN1C(=O)COc2ccccc21)NCCN1CCOCC1
  ?	nt
CCOc1ccccc1NC(=O)CSc1nnc(CNC(=O)COc2ccc(Cl)cc2)o1
  3.5%	5.2
CC(C)(C)NCCCOc1ccc(Cl)cc1C(C)(C)C
  i	-21.9
CCOC(=O)C(C)Sc1nc2c([nH]c3ccccc32)c(=O)n1C (stereo not given)
  ?	nt
Cc1ccc(Cl)cc1NC(=O)CCS(=O)(=O)c1cccc2nonc12
  ?	nt
C=CCSc1ccc(S(=O)(=O)N2CCN(C)CC2)cn1
  ?	nt
CC(C)(C)C(=O)Nc1nnc(SCc2ccc(F)cc2)s1
  ?	nt
CC(C)(C)OC(=O)NN=C(c1ccc(O)cc1)c1ccc(O)cc1
  ?	nt
COc1cccc(-n2ccnc2SCC(=O)Nc2cc(C)on2)c1
  ?	nt
CCOC(=O)c1c[nH]c2c(C(F)(F)F)cccc2c1=O
  16.8%	2.2
Cc1cccc(-n2c(=O)[nH]c3c(C(N)=O)nc(-c4ccccc4Cl)nc32)c1
  ?	nt
O=C(CSc1nnc(CNC(=O)c2c(F)cccc2Cl)o1)NCc1ccccc1
  ?	nt
CCC(CC)C1=NN2C(=N)/C(=C/c3ccc(OC(=O)c4ccco4)cc3)C(=O)N=C2S1
  ?	nt
Cc1cccc(NC(=O)Cc2ccc(F)cc2)c1
  ?	nt
CCc1cccc(C)c1NC(=O)c1cc(=O)[nH]c2ccc(S(=O)(=O)N3CCOCC3)cc12
  ?	nt
CCCCN(C(=O)C1=NN(c2cc(C)ccc2C)C(=O)CC1)c1c(N)n(CCC)c(=O)[nH]c1=O
  ?	nt
CCCC1=NN(c2ccc([N+](=O)[O-])cc2)C(=O)/C1=C\N(C)C
  ?	nt
CC(C)(C)c1nc[nH]c(=O)c1Br
  ?	nt
CCc1ccc(-n2c(SCc3cc(=O)n4cc(Br)ccc4n3)nc3[nH]ncc3c2=O)cc1
  7.6%	3.6
CC(C)CNC(=O)c1cc([N+](=O)[O-])ccc1N1CCOCC1
  ?	nt
O=S(=O)(NC1CCCCC1N1CCN(c2ccccc2F)CC1)c1ccc(Cl)cc1 (stereo not given)
  ?	nt
CCCCC(=O)Nc1ccc(N2CCN(S(C)(=O)=O)CC2)cc1
  ?	nt
O=C(CN1C(=O)NC(Cc2ccccc2)C1=O)Nc1ccccc1 (stereo not given)
  i	nt
CC1CCN(S(=O)(=O)c2ccc3c4c2CC(=O)N4CC(C)S3)CC1 (stereo not given)
  i	-24.7
CCS(=O)(=O)NCC(c1ccco1)N1CCN(c2ccccc2)CC1 (stereo not given)
  7.1%	0.6
COc1ccc(NC(=S)N(CCCN2CCCC(C)C2)Cc2cccs2)cc1 (stereo not given)
  0.0%	-6.1
CC1CC(C)(C)CC2(C1)NC(=O)N(CC(=O)NCCc1ccc3c(c1)OCCO3)C2=O (stereo not given)
  ?	nt
CCOC(=O)c1c(NC(=O)C(=O)N/N=C(\C)c2ccc(OC)cc2)sc2c1CCCCC2
  i	16.4
CCCN(CCC)CCNC(=O)c1cn(C)c(=O)c2c1c1ccccc1n2C
  ?	nt

Further entries:
Below each SMILES: Lipid storage S3	Lipid storage S3 cell count max
O=C(NC1CC1)C1CCN(S(=O)(=O)c2cc(Cl)ccc2Cl)CC1
  6.7%	10.4
CCN1CCN(C(=O)NS(=O)(=O)c2ccc(C)cc2)CC1
  ?	nt
O=C(c1cc(C2CC2)nn1-c1ccccc1)N1CCN(c2ccc(O)cc2)CC1
  ?	nt
Cc1ccc(S(=O)(=O)N2CCCCC2)cc1NC(=O)COC(=O)c1ccc(O)cc1
  ?	nt
Cn1c(C(=O)NCCCN2CCN(c3ccccc3F)CC2)cc2c(=O)[nH]c3ccccc3c21
  7.5%	17.1
CCOC(=O)c1[nH]c2cc3c(cc2c1NC(=O)CN1CCC2(CC1)OCCO2)OCO3
  ?	nt
COCCCN1C(=O)c2ccc(C(=O)Nc3cccc(OC)c3)cc2C1=O
  i	1.2
COc1cc(C(=O)N/C(=C\c2cn(C)c3ccccc23)C(=O)NCCCN2CCOCC2)cc(OC)c1OC
  i	6.3
CC(=O)Nc1ccc(NC(=O)C(C)OC(=O)COc2ccc(Nc3ccccc3)cc2)cc1 (stereo not given)
  -16.5%	1.1
Cc1ccc(C)c(N2CCN(C(=O)CC3Sc4ccccc4NC3=O)CC2)c1 (stereo not given)
  ?	nt

Four structures already listed, sorted by molar mass, highest first.
Below each SMILES: Lipid storage S3	Lipid storage S3 cell count max
Cc1ccc(S(=O)(=O)N2CCCCC2)cc1NC(=O)COC(=O)c1ccc(O)cc1
  ?	nt
CC(/C=C1\SC(=S)N(NC(=O)c2cccc(O)c2)C1=O)=C\c1ccccc1
  ?	nt
CCS(=O)(=O)NCC(c1ccco1)N1CCN(c2ccccc2)CC1 (stereo not given)
  7.1%	0.6
CC(C)(C)OC(=O)NN=C(c1ccc(O)cc1)c1ccc(O)cc1
  ?	nt

Additional records.
Below each SMILES: Lipid storage S3	Lipid storage S3 cell count max
Cc1csc(SCC(=O)c2ccc(S(=O)(=O)N3CCOCC3)cc2)n1
  ?	nt
CCC(C)NC(=O)CN(c1cc(C)cc(C)c1)S(=O)(=O)c1c(C)[nH]c(=O)[nH]c1=O (stereo not given)
  -1.5%	11.9
Fc1cccc2sc(Nc3nc4ccccc4s3)nc12
  ?	nt
CC(C)Oc1ccc(CNC(=O)c2cc(S(=O)(=O)N3CCOCC3)cn2C)cc1
  ?	nt
COc1ccc(-c2cc(-c3ccccc3O)[nH]n2)cc1
  ?	nt
CCOC(=O)C1=C(C)Nc2ccccc2N=C1NC(=O)c1cccc(S(=O)(=O)N(C)C)c1
  ?	nt
O=C1c2cccc(O)c2C(=O)c2c(O)cccc21
  -2.0%	19.1
FC(F)(F)c1cnc2c(-c3ccccc3)n[nH]c2c1
  ?	nt
COc1cccc(OCC(Cn2c(C)nc3ccccc32)OC(C)=O)c1 (stereo not given)
  ?	nt
CCN(c1ccccc1)S(=O)(=O)c1ccc(Cl)c(C(=O)NCC2CCCO2)c1 (stereo not given)
  -16.8%	-22.5
Cc1ccc(C)c(NCCC#N)c1
  ?	nt
CNc1nnc(-c2ccncc2)s1
  i	nt
COc1cc2c(cc1NC(=S)NC(=O)/C=C/c1ccc(OC)c(OC)c1)oc1ccccc12
  ?	nt
CCCc1cc(=O)[nH]c(SCC(=O)N(C)C2CCS(=O)(=O)C2)n1 (stereo not given)
  ?	nt

Screening data deposited in PubChem by National Center for Advancing Translational Sciences (NCATS).
